High-throughput results (PubChem)
TRHR ag = qHTS for Small Molecule Agonists and Allosteric Enhancers of Human TRH Receptor: Primary Screen for Agonists; Thyrotropin-releasing hormone receptor (Homo sapiens), P34981; TRHR cells, calcium flux fluo-8, FDSS agonist mode; activation, % at 2 µM; hit rate 0.18% among 360,000; in the data active = activation above about 30%; also: 0% is about no effect
Target sequence (P34981 whole entry, looked up): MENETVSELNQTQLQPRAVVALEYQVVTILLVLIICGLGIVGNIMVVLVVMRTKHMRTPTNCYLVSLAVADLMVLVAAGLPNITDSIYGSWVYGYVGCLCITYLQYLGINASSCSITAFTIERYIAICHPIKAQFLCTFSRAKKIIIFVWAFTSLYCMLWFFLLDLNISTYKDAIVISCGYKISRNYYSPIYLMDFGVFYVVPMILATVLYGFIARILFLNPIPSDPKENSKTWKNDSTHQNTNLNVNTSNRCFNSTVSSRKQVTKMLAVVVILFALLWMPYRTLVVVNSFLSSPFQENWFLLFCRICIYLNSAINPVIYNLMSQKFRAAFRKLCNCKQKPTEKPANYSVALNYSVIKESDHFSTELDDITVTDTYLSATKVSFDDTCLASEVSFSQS
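TRHR-expressing cells loaded with fluo-8 calcium dye; 23 nL library compound pin-transferred, kinetic FDSS fluorescence (Ex 480/Em 530) recorded about 180 s for agonist-induced calcium release, before a 10 nM TRH EC20 addition for potentiator mode.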
Anesthetic bind = qHTS Assay for Identification of Novel General Anesthetics. Ferritin light chain (Equus caballus), P02791. Potency, µM (highest dose often 77.5 µM), for the others: at the highest dose activity change, negative = displacement, usual class: inhibitors. apoferritin/1-aminoanthracene competitive binding, fluorescence. hit rate 0.074% among 350,000; also: potency is read from the fitted curve at half-maximal effect; % is scaled to controls: 0 for no effect and ±100 for the full control effect; nearly all actives have a fitted effect of over 20% in size
Target sequence (P02791 2-175 limits assumed): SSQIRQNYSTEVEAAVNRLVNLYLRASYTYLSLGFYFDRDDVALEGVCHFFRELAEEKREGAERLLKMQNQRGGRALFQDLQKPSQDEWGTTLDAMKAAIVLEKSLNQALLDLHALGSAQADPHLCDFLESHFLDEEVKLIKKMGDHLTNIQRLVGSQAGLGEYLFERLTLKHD
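Concentration-response curves derived by four-parameter Hill fitting of normalized fluorescence, where compounds displaced 1-AMA from 10 uM horse apoferritin following a brief 10 min room-temperature incubation; propofol titration acted as positive control.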
RXFP1 antag = qHTS Assay for Antagonists of the Relaxin Receptor RXFP1 | Relaxin receptor 1 (Homo sapiens), Q9HBX9 | HEK293-RXFP1, relaxin-stimulated cAMP HTRF, 30 min; hits give low values | activity change, negative = inhibition, % at 57.5 µM | hit rate 0.59% among 350,000 | AID 1259400, 2018;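 active = activity change of -60% or lower, but not beyond a set lower limit; inconclusive = change between -60% and -40%, or beyond the set limit; inactive = change above -40%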; also: % is scaled to controls: 0 for no effect and ±100 for the full control effect
D1 potentiator = Potentiators of Human D1 Dopamine Receptor: qHTS | D(1A) dopamine receptor (Homo sapiens), P21728 | HEK293 TREx D1 cells, calcium flux, dopamine EC20 potentiation | potentiation, % at 10 µM | hit rate 0.036% among 360,000; in the data active = potentiation above about 30%; also: 0% is about no effect
RXFP1 agonist = qHTS Assay for Agonists of the Relaxin Receptor RXFP1; Potency, µM (series often up to 57.5 µM), for the others: top-dose activation, actives largely listed as activators; HEK293T-RXFP1 cAMP TR-FRET, 30 min; response scale: percent of porcine relaxin response, buffer zero; hit rate 0.3% among 370,000; AID 2676, 2010; also: potency is read from the fitted curve at half-maximal effect; % is scaled to controls: 0 for no effect and ±100 for the full control effect; nearly all actives have a fitted effect of over 60% in size; many of its hits are not listed in these tables
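HEK293T cells stably expressing RXFP1 were pretreated with the PDE4 inhibitor Ro 20174, exposed to compounds for 30 min at 37C, lysed, and cAMP was read by TR-FRET. Data normalized to buffer (basal) and 29 nM porcine relaxin (100%).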
D1 antagonist = Antagonist of Human D 1 Dopamine Receptor: qHTS. activity change, negative = inhibition, % at 10 µM. HEK293 TREx D1 cells, calcium flux, dopamine EC80; hits give low values. AID 504652, 2011. hit rate 3.2% among 360,000; in the data active = activity change below about -30%; also: % is scaled to controls: 0 for no effect and ±100 for the full control effect
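Cells carrying a force-coupled, tetracycline-inducible human D1 receptor report calcium flux. Each well gets a 10 s baseline, compound with 180 s monitoring, then an EC80 dopamine stimulus with a second 180 s kinetic read.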
D2 PAM = HTS Assay for Positive Allosteric Modulators of the Human D2 Dopamine Receptor: Primary Screen for Potentiators; HEK293 T-REx D2, calcium flux, EC20 dopamine potentiation; potentiation, % at 10 µM; hit rate 0.34% among 340,000;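 active = potentiation over 3 SD above the plate norm, cut at about 30% in these data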; also: 0% is about no effect
Target sequence (P14416 whole entry, looked up): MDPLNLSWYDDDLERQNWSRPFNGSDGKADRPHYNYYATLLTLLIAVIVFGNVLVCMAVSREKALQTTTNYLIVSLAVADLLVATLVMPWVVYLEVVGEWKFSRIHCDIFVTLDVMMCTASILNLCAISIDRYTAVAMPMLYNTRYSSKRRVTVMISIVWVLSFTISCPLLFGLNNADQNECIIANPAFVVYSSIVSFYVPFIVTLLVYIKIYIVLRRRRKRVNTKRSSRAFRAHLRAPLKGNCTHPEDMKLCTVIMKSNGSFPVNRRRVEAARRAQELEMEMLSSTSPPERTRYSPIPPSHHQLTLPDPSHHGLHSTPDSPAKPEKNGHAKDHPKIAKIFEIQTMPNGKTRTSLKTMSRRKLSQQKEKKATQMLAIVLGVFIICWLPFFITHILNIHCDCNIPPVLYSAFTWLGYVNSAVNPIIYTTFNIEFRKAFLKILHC
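Calcium flux readout, no-wash dye, 1 read/s. Inducible HEK293 Trex D2 line, overnight 30 C. Compound alone 180 s (agonist flags), then EC20 dopamine, another 180 s to score potentiation.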
TRHR enhancer = qHTS for Small Molecule Agonists and Allosteric Enhancers of Human TRH Receptor: Primary Screen for Enhancers; Thyrotropin-releasing hormone receptor (Homo sapiens), P34981; TRHR cells, fluo-8 calcium fluorescence, EC20 TRH enhancement; enhancement, % at 2 µM; hit rate 0.66% among 360,000; AID 493056, 2011; in the data active = enhancement above about 30%; also: 0% is about no effect
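TRHR-expressing cells loaded with fluo-8 calcium dye were read kinetically (ex 480/em 530) during compound addition, then stimulated with an EC20 of TRH (10 nM final). Enhancement of the Gq-mediated intracellular calcium response was scored.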
D1 ag = Allosteric Agonists of the Human D1 Dopamine Receptor: qHTS; HEK293 T-REx D1 cells, calcium flux, agonist mode; activation, % at 2 µM; hit rate 1% among 360,000; AID 504660, 2011; in the data active = activation above about 30%; also: 0% is about no effect
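Tetracycline-induced HEK293 TREx D1 cells, force-coupled to calcium signalling, were dye-loaded with a no-wash calcium kit. Compound was pin-added after a 10 s baseline. Fluorescence was read kinetically at 1 cycle/s for 180 s, with calcium rises flagged as agonism.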
* marks the source's active call; other numbers are inactive results; u = inconclusive; x = not tested or not shown; & = joins results of further samples; [ ] = remark or other dose. Unless noted, calls follow the shape of the dose curve; as a rule, active = well fitted curve in the direction sought with a large enough effect; inconclusive = small, poorly fitted or top-dose-only effect, or another doubt; inactive = no such curve, though single readings can be large; an effect the other way counts as inactive or inconclusive.

Below each SMILES – D2 PAM	D1 potentiator	Anesthetic bind	TRHR enhancer	RXFP1 antag	RXFP1 agonist	D1 ag	TRHR ag	D1 antagonist
Cc1nn(C(=O)c2nn(C)cc2[N+](=O)[O-])c(C)c1Cl
 : 6	-1	u	-1	-10	0.3%	0	-0.6	1
COc1ccc(C(=O)CCNc2ccc(F)cc2)cc1
 : -4	0	2%	6	-14	6.9%	7	-0.1	-7
Cc1ccc(Nc2nc(N)nc(CN3CCCCCC3)n2)c(C)c1
 : -15	-8	-11%	-2	4	0.8%	5	0.8	-17
O=C(Cn1cnc2ccccc2c1=O)Nc1cccc(-c2nnc3n2CCCCC3)c1
 : -7	-1	-10%	-2	-1	2.7%	1	-0.3	-11
COc1ccc(C(=O)COC(=O)c2cc(-c3ccccc3)nc3c(C)cccc23)cc1
 : -6	2	-8%	-9	-1	8.5%	7	0.2	8
N#Cc1c(N)n[nH]c1CCCN
 : -4	-2	-8%	2	16	-1.2%	-2	0.6	x
CCN(CC)Cc1c(O)ccc2c(=O)c(Oc3ccccc3OC)coc12
 : -18	0	212%[activator]	-4	2	0.2%	5	0.1	7
O=C(CSc1n[nH]c(-c2ccccc2Cl)n1)NCc1ccc(F)cc1
 : 15	-2	1%	3	-30	-2.3%	0	-0.1	-2
O=C(CSc1cc([N+](=O)[O-])cc(S(=O)(=O)Cc2ccccc2)c1)NC1CC1
 : 3	-9	-8%	-1	2	3.0%	2	-0.4	-40*
O=C(CSCc1cnn(-c2ccccc2)c1-n1cccc1)NCc1cccs1
 : 0	-1	3%	2	-2	-0.2%	8	1.9	1
O=C(Nc1nccs1)NC(C(F)(F)F)C(F)(F)F
 : -1	-1	-20%	-6	-7	-0.4%	7	0.7	-16
CCC(C)C(NC(=O)OCc1ccccc1)C(=O)NCC(c1ccccc1)N(C)C (centres undefined)
 : 19	-1	4%	6	2	1.8%	1	0.6	8
Cc1cc(C)c2nc(N(CCCN(C)C)C(=O)c3ccc(S(=O)(=O)N4CCCCCC4)cc3)sc2c1
 : -14	-1	x	14	u	0.5%	20	1.3	25
COc1ccc(S(=O)(=O)N2Cc3ccccc3CC2C(=O)Nc2cc(Cl)ccc2Cl)cc1 (centres undefined)
 : 7	0	114%[activator]	-2	x	-1.5%	5	5.9	18
COC(=O)CCC(=O)Nc1cccc([N+](=O)[O-])c1
 : 4	-4	-7%	-2	0	1.5%	1	-0.8	7
Cc1cc(C)c(NC(=O)C2CCN(c3cnccn3)CC2)c(C)c1
 : -2	4	-2%	-3	7	-2.1%	3	-0.1	-7
O=C(Nc1cccc2cccnc12)c1cccc(Cl)c1
 : 2	-4	-11%	6	0	3.2%	8	0.6	9
Cc1ccc(C)c(NS(=O)(=O)c2cc(C(=O)N3CCCC3)ccc2Cl)c1
 : 2	1	-12%	6	-18	-0.4%	-1	-0.5	x
Cc1cccc(OCC(=O)Nc2ccc(C(=O)O)cc2NC(=O)COc2cccc(C)c2)c1
 : -11	3	-4%	-5	4	1.7%	2	0.4	5
CCc1ccc(NC(=O)CSc2nc3ccccc3c(=O)n2CCCC(=O)N2CCCC2)cc1
 : 19	-3	-5%	12	41	1.9%	5	-1.0	2
CCOc1ccc(Nc2nn(-c3ccc(OC(F)(F)F)cc3)nc2C(C)=O)cc1
 : 2	0	-5%	-2	-3	0.5%	0	0.2	-3
CN=C(Nc1ccccc1)SC1CC(=O)N(c2cccc(OC)c2)C1=O (centres undefined)
 : x	0	-17%	-3	-5	0.6%	7	0.5	19
Cc1cccc(NC(=O)CSc2nncn2-c2ccccn2)c1
 : x	1	u	3	-5	-0.8%	3	0.1	-7
O=C1C(=Nc2cccc(Cl)c2)CC(c2ccc(Cl)cc2)N1c1cccc(Cl)c1 (centres undefined)
 : -4	3	-2%	5	-6	1.3%	1	1.0	-14
O=Cc1c(NCCN2CCCC2)c2ccccc2[nH]c1=O
 : 11	0	-2%	2	-2	0.1%	6	0.6	-3
CCOC(=O)COc1cc(Br)c(C2NC(=O)NC(C)=C2C(C)=O)cc1OCC (centres undefined)
 : -12	-1	-17%	5	-19	-1.0%	-1	1.5	8
Cc1nnc(N/N=C/c2ccc(-c3ccc(Br)cc3)o2)n1N
 : -5	1	u	2	-4	5.1%	2	0.9	5
COc1ccc(C(=O)N2CCCCC2CCN2CCCCC2)cc1 (centres undefined)
 : -2	-2	-2%	0	-2	0.7%	3	-0.9	32
CCCC(C)NS(=O)(=O)c1ccc(OC)c(C)c1 (centres undefined)
 : -12	-3	16µM*	-9	-5	-0.2%	2	-1.1	-6
COc1cc2c(cc1NC(=O)C(C)OC(=O)/C=C/c1ccc(OC(F)F)cc1)oc1ccccc12 (centres undefined)
 : -10	-2	3%	-3	-3	1.2%	5	0.0	3
CCOC(=O)Cc1csc2nc3sc(C)c(C)c3c(=O)n12
 : -3	-5	-9%	-3	-8	8.0%	2	-0.7	9
CCOc1ccc(N=C2NC(=O)S/C2=C\c2ccc(OC)cc2)cc1
 : 0	4	-4%	5	-10	-3.2%	3	0.2	0
COc1ccc(OCC(=O)NC(=S)Nc2ccc(N3CCOCC3)c(Cl)c2)cc1
 : 1	-3	-11%	2	-8	0.3%	14	2.4	x
O=C(/C=C/c1ccc([N+](=O)[O-])cc1)N(c1ccccn1)C1CCCCC1
 : 0	-5	u	29	0	0.3%	3	0.2	-12
Nc1nnc(CC(=O)N/N=C/c2cccc([N+](=O)[O-])c2)s1
 : -4	-3	-16%	-4	x	-2.0%	1	0.6	-3
COc1cc(/C(C#N)=C/c2cccc3ccccc23)c([N+](=O)[O-])cc1OC
 : 6	-2	-9%	1	-10	1.4%	4	-0.5	-5
CCCCOc1ccc(CC2CCC(=O)NC2=O)cc1 (centres undefined)
 : 3	2	-18%	5	5	0.2%	2	-0.5	-3
Cc1ccccc1C(OCC(O)CN1CCC(C(N)=O)CC1)c1ccccc1 (centres undefined)
 : 2	4	-14%	7	-3	-1.7%	2	-2.1	-6
CCOC(=O)c1ccc(NC(=O)c2nc(SC(C)C)ncc2Cl)cc1
 : 1	2	u	-4	x	1.6%	-1	1.3	7
COC(=O)c1ccsc1NC(=O)CCc1ccccc1
 : -3	-1	-3%	2	-2	1.1%	0	-0.2	0

Whole records, looked up by structure. Order of values: D2 PAM | D1 potentiator | Anesthetic bind | TRHR enhancer | RXFP1 antag | RXFP1 agonist | D1 ag | TRHR ag | D1 antagonist
`COc1ccc(S(=O)(=O)N2Cc3ccccc3CC2C(=O)Nc2cc(Cl)ccc2Cl)cc1` (centres undefined) across the screens: 7 | 0 | 114%[activator] | -2 | x | -1.5% | 5 | 5.9 | 18
`CCOC(=O)Cc1csc2nc3sc(C)c(C)c3c(=O)n12` across the screens: -3 | -5 | -9% | -3 | -8 | 8.0% | 2 | -0.7 | 9

More results:
Below each SMILES – D2 PAM	D1 potentiator	Anesthetic bind	TRHR enhancer	RXFP1 antag	RXFP1 agonist	D1 ag	TRHR ag	D1 antagonist
Oc1cc(O)cc(/C=C/c2ccc(O)c(O)c2)c1
 : 6	-4	-10%&-1%&-11%	10	x	1.1%	-3	0.7	-14
CCOC(=O)C1CCN(C(=O)c2cc3ccc4ccc(C)[nH]c4c3n2)CC1
 : 5	0	-5%	18	-5	0.1%	1	-0.7	-1
CCc1ccccc1N(CC)C(=O)C1CCN(c2ncnc3c2nc2n3CCCCC2)CC1
 : -2&-11	-3&2	-4%&-18%	-1&9	10&-1	2.5%&7.4%	2&1	0.1&-0.7	-8&-9
CCOC(=O)N1CCN(S(=O)(=O)c2ccc(F)c(C(=O)Nc3cccc(C)c3C)c2)CC1
 : 23	4	-16%	3	17	-0.2%	-1	0.0	-16
CCCC(=O)Nc1ccc2c(c1)nc(CN1CCN(C(=O)OCC)CC1)n2C(C)C
 : 0	2	44%[activator]	12	-7	-1.4%	-3	-2.5	4
Cn1nnnc1SCC(=O)N(C1CCCCC1)C1CCCCC1
 : 7	1	-9%	-1	-10	4.1%	2	-0.7	-6
Cc1ccc(C)c(N(CC(=O)NCc2ccccc2)C(=O)c2csnn2)c1
 : -3	-3	-7%	-2	-1	0.4%	-1	0.6	12
CCOC(=O)c1c(C)[nH]c(C(=O)OCC(=O)NCc2ccc(C)cc2)c1C
 : -1	8	x	8	10	0.5%	1	3.5	-3
CC(OCCN1CCCC1)(c1ccc(F)cc1)c1ccc(F)cc1
 : -24	-9	-5%	-7	-18	-0.2%	16	0.6	-24
Cc1ccc(-n2c(C)nc3ncnc(-c4ccccc4)c32)cc1
 : 12	1	-11%	3	0	0.8%	1	-0.9	8
COC(=O)c1nn(-c2ccc(OC)cc2)c(=O)cc1Oc1ccccc1
 : -7	-1	-11%	3	-6	3.4%	-1	0.0	-2
CC(=O)c1ccc(-n2c(CCC(=O)O)ccc2-c2ccc(Cl)cc2)cc1
 : -6	-1	6%	-7	-1	-0.1%	1	-0.6	1
COc1ccc(CNCc2c(C(=O)O)c(C)n(Cc3ccccc3C)c2C)c(OC)c1
 : 7	5	53%[activator]	-2	1	1.2%	0	-2.2	5
CN(C)CCCOC(=O)CCc1ccccc1
 : -2	-7	-7%	-7	-2	0.7%	3	0.4	-10
COc1ccc(/C=N/Nc2nc3ccccc3[nH]2)c(OC)c1OC
 : -6	-9	-4%	-7	-10	-2.7%	1	-0.2	-5
CCOC(=O)c1ccc2c(c1)N(CC(=O)Nc1ccc(C)cc1C)C(=O)c1ccccc1S2
 : 6	-2	-11%	5	x	26%	5	0.7	10
O=c1c(F)cn(C2CCCO2)c(=O)n1Cc1c(F)cccc1Cl (centres undefined)
 : 0	-2	7%	-1	1	1.0%	1	-0.1	-2
O=C(C1CC2C=CC1C2)N1CCN(c2ccccc2)CC1 (centres undefined)
 : 2	-2	-5%	5	-5	-3.4%	1	-0.2	-5
O=C(NC1CCOc2ccccc21)c1ccc(=O)[nH]c1 (centres undefined)
 : 2	9	-7%	9	0	-2.4%	3	-0.2	3
CCN1CCN(CCC(=O)Nc2cc(C)ccc2C)CC1
 : 6	2	0%	2	0	-1.1%	1	0.4	-2

This is a subset; the hit share may differ from the screen's.
